# Arr AP2 block: blocks beta-arrestin peptide binding to AP2 adaptin | 0.31% of 340,000 active | inhibition, % at 10 µM | AID 504490 | FITC-arrestin peptide / GST-AP2 beads, flow cytometry; AP2 beta2 appendage carries R879A mutation;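 active means inhibition above a set limit, near 3 SD of compounds lacking own fluorescence, cut at about 54% in these data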;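 further: plate controls were DMSO wells for no effect and 5 µM unlabelled arrestin peptide for full effect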
#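 Material – GST-tagged AP2 beta2-adaptin appendage (R879A) on 4 µm glutathione beads · Probe or stimulus – fluorescein-tagged arrestin peptide at 50 nM final · Timing – 12 min plus 1 h, RT · Detection – bead flow cytometry, FITC channel · Read-out basis – inhibition as reduced fluorescein signal on beads, percent · Medium – PBS plus Tween 20 (0.05%) and BSA (0.1%)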
# PKA-R1A act: PKA-R1A complex activation. P00514+P68181. PKA-R1A dissociation, Cy5-IP20 fluorescence polarization; scaled: DMSO 0%, 113 µM cGMP 100%. activation, % at 11.4 µM. 0.083% of 340,000 active. AID 504707;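 active means percent activation above the mean of all tested compounds plus 3 SD, cut at about 19% in these data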;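 further: higher means more PKAc released from R1A so a rise in polarization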
# Tat transport: E. coli Tat transport inhibition. AID 488895. 0.036% of 340,000 active. inhibition, % at 10 µM. E. coli MC4100 TorA-mCherry Tat export, fluorescence;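 active means mean replicate inhibition at least 50% and at least half of replicates individually reaching 50%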;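 further: exported cargo escapes ClpAP degradation while cytoplasmic cargo is degraded and loses fluorescence; 0% = median of neutral control wells and 100% = median of NaSCN control wells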
# E coli growth: bacterial growth inhibition, counter-screen for AddAB inhibitors; 0.27% of 330,000 active; inhibition, % at 11.9 µM; E. coli V3065 growth, OD600 absorbance, 18 h; AID 449728;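 active means inhibition above the campaign's mean inhibition across all tested compounds plus 3 SD, cut at about 9.9% in these data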;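 further: uninfected addAB+ strain grown without phage in ampicillin broth; 0% = DMSO wells and 100% = ciprofloxacin 0.95 µg/ml wells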
# MOR-DOR inv ag: inverse agonist of human OPRM1-OPRD1 heterodimerization. P35372+P41143. cell-based MOR-DOR heterodimer luminescence, inverse agonism. inhibition, % at 9.3 µM. 0.21% of 340,000 active; in the data active means inhibition above about 22%, passing the limit was not always enough;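 further: 0% = cells with DMSO and 100% = wells without cells with DMSO; values of inactives mirror those of a sister screen read the other way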
# Target sequence (P35372 whole entry, looked up): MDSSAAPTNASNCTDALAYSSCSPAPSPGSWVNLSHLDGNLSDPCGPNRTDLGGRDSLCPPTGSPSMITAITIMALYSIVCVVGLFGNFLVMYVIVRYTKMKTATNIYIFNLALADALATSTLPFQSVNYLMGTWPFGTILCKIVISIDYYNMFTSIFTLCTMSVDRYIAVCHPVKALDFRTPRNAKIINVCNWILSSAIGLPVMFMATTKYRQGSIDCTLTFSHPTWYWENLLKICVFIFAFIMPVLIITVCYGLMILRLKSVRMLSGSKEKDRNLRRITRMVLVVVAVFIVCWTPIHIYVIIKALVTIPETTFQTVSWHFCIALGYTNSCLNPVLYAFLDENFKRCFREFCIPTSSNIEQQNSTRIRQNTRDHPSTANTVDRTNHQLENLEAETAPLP
# Target sequence (P41143 whole entry, looked up): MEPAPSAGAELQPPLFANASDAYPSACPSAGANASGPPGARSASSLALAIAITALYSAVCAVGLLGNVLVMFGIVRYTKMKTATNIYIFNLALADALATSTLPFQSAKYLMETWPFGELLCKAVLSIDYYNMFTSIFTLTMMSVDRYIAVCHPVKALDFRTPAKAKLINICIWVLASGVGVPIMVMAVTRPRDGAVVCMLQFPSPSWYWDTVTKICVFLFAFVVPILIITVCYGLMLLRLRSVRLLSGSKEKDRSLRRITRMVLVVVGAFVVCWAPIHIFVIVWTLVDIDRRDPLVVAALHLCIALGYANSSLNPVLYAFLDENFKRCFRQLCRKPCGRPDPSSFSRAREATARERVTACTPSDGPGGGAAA
# Mot1-301 SUMO: SUMOylation pathway inhibition by Mot1-301 growth rescue; S. cerevisiae Mot1-301 growth rescue, ATP luminescence, 38.5C; percent above DMSO median, 100 means doubled; growth rescue, % at 18.8 µM; 1% of 320,000 active; AID 2716;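 active means every valid replicate shows activation above 250% relative to neutral control wells; inactive means the rest, any valid replicate at or below 250%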;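 further: OY570 slx delta 5 strain wells were the positive control but not used for scaling; some compounds called inactive have numbers as strong as hits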
# phage Ecoli inh: E. coli growth loss with phage present. growth absorbance. inhibition, % at 11.9 µM. 0.26% of 360,000 active. AID 651602; in the data active means inhibition above about 11%
# MOR-DOR ag: OPRM1-OPRD1 heterodimerization agonism; cells, luminescence; AID 504326; 0.3% of 340,000 active; activation, % at 9.3 µM; P35372+P41143; in the data active means activation above about 18%;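 further: 0% = vehicle-treated cells and 100% = reference agonist; values of inactives mirror those of a sister screen read the other way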
# AddAB inh: less growth of phage-infected E. coli with AddAB. 0.29% of 330,000 active. inhibition, % at 11.9 µM. E. coli expressing H. pylori AddAB, absorbance growth. AID 435030; in the data active means inhibition above about 12%;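 further: 0% = vehicle wells of infected cells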
# PfHsp90 yeast 2: growth inhibition of yeast expressing Plasmodium Hsp90; inhibition, % at 9.4 µM; 0.32% of 310,000 active; S. cerevisiae expressing PfHsp90, BacTiter-Glo ATP, 48 h; yeast lacking PDR1 and PDR3 efflux regulators; AID 504621;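 active means every replicate shows inhibition above about 80%, whatever the replicate mean, limit read from the data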;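 further: 0% = DMSO neutral controls and 100% = 20 µM radicicol positive controls; yeast relying on Plasmodium falciparum Hsp90 in place of its own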
# Pemphigus Ab inh: inhibitors of pemphigus antibody binding to human desmoglein-3. P32926. DSG3-coupled beads, scFv-anti-DSG3-GFP binding, flow cytometry; active compounds read low. binding (percent of control), % at 10 µM. 0.48% of 310,000 active. AID 588358;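 active means binding more than 3 SD below its plate's average and above zero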;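 further: hits lower antibody fragment binding to DSG3; some compounds called inactive have numbers as strong as hits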
# Starred values were filed as active, the others as inactive; · = no result given.
SMILES,Arr AP2 block,PKA-R1A act,Tat transport,E coli growth,MOR-DOR inv ag,Mot1-301 SUMO,phage Ecoli inh,MOR-DOR ag,AddAB inh,PfHsp90 yeast 2,Pemphigus Ab inh
Cn1c(=O)c2sccc2n2c(CCCC(=O)Nc3ccc(F)cc3F)nnc12,7,13,7,-0.6,17,143,0.8,-2.5,2.9,-6,95
O=C(c1cc(-c2cccs2)on1)N1CCN(C(c2ccccc2)c2ccccc2)CC1,-12,-2,-6,-1.5,-6,-7,-0.5,0.9,-0.9,-9,·
Cc1nc(C)c(C(=O)N/N=C/c2cn(C)c3ccccc23)s1,9,13,-1,-1.8,-16,13,0.0,2.6,2.8,14,·
Cc1ccc(S(=O)(=O)N(CC(=O)NN=C2CCN(C)CC2)c2ccc(C(C)C)cc2)cc1,-9,0,4,-2.9,7,14,3.4,-1.5,-0.2,17,104
Cc1ccc(S(=O)(=O)N(C)C)cc1NC(=O)COC(=O)/C=C/c1ccc2ccccc2n1,3,-3,-1,3.0,-30,18,2.1,4.5,2.7,2,100
CCNc1nc2c(c(=O)n(Cc3ccccc3)c(=O)n2C)n1Cc1ccccc1,-1,-8,5,0.9,6,6,4.5,-1.1,0.3,-5,107
COc1ccc(-c2csc(CCn3nc(C)cc3C)n2)cc1OC,1,1,-1,-0.1,11,-16,-0.1,-2.1,4.5,2,100
COc1ccccc1N(CC(=O)Nc1ccc(S(=O)(=O)N2CCCCC2)cc1)S(C)(=O)=O,6,3,1,1.3,-2,-2,3.6,0.3,1.4,17,103
Cc1noc(C)c1CSCC(=O)Nc1ccccc1N1CCCC1,34,-11,4,·,1,·,2.1,-0.3,·,-8,96
Cc1c(NC(=O)Nc2ccccc2Cl)c(=O)n(-c2ccccc2)n1C,18,2,-3,0.6,8,·,0.5,-1.5,0.3,-8,102
CN(C)S(=O)(=O)c1cccc(NC(=O)CCNC(=O)Nc2ccccc2)c1,-4,-3,4,2.1,5,13,2.8,-1.1,0.2,1,103
Cc1ccc(OCC2Cn3c(nc4c3c(=O)n(C)c(=O)n4C)O2)cc1 (stereo unspecified),1,-4,6,1.8,14,-2,0.6,-3.4,1.5,-1,107
Cc1ccc(NC(=O)COC(=O)c2cc(Cl)ccc2[N+](=O)[O-])cc1,19,-8,-4,-1.4,-33,-23,3.2,6.0,0.2,-9,101
Cc1occc1-c1nnc(SCC(=O)c2c(N)n(Cc3ccccc3)c(=O)n(C)c2=O)n1C,-7,-4,7,-1.0,5,20,-0.9,-0.9,0.8,·,·
CCOC(=O)N/N=C1\CCS(=O)(=O)c2ccc(Cl)cc21,-11,-13,18,-0.6,18,180,3.5,-3.6,-1.4,24,·
Cc1ccc(S(=O)(=O)N(C)CC(=O)NNC(=O)CCC(=O)c2ccc(F)cc2)cc1,19,-7,-1,-1.0,8,11,3.8,-1.5,-2.4,14,126
Cc1ccc(N2C(=O)C(CC(=O)Nc3cccc(F)c3)N(C3CC3)C2=O)cc1 (stereo unspecified),21,-10,-3,-1.5,16,-4,5.2,-2.9,-1.4,17,91
O=C(NC1CCSc2ccccc21)c1ccccc1Br (stereo unspecified),32,9,-3,0.2,9,-30,-2.0,-1.7,5.4,-13,106
O=C(O)CC1S/C(=N/N=C/c2ccc([N+](=O)[O-])cc2)N(c2ccc(O)cc2)C1=O (stereo unspecified),7,-6,5,1.5,-18,0,2.2,3.5,1.6,30,106
O=C(/C=C/c1ccc(F)cc1)Nc1ccc2[nH]c(=O)[nH]c2c1,4,-10,2,-1.3,-2,5,3.0,0.4,-1.3,13,99
COc1ccc([C@@H]2[C@@H]3C(=O)N(C(C)(C)C)C(=O)[C@@H]3[C@]3(Cc4ccccc4)C(=O)N(c4ccc(C)cc4)C(=O)N23)cc1,30,2,-2,-0.9,1,-10,2.2,-0.2,4.7,-10,97
CNC(=O)c1snnc1-c1ccccc1,2,2,-2,1.5,9,3,1.7,-1.8,3.0,·,109
CC1(C)CC(=O)C2=C(C1)OC(c1ccc(O)cc1)C(C#N)=C2N (stereo unspecified),5,4,5,-0.2,13,6,-0.2,-2.6,3.1,-5,92
O=C(Cn1c(=O)oc2ccccc21)N(Cc1ccccc1)C1CCS(=O)(=O)C1 (stereo unspecified),-2,-4,1,3.0,18,-14,1.4,-2.9,-1.6,-9,98
O=c1cnnc(N/N=C/C2CC=CCC2)[nH]1 (stereo unspecified),4,1,-5,1.2,-2,4,3.9,0.3,0.2,-5,98
# (next part)
SMILES,Arr AP2 block,PKA-R1A act,Tat transport,E coli growth,MOR-DOR inv ag,Mot1-301 SUMO,phage Ecoli inh,MOR-DOR ag,AddAB inh,PfHsp90 yeast 2,Pemphigus Ab inh
CN(C)S(=O)(=O)c1ccc(C(=O)NC(=O)CSc2nnnn2C)cc1,-1,2,0,-0.4,8,-10,4.7,-1.5,-0.9,-17,123
NC(=O)N/N=C/c1ccc2cccc(OCc3ccccc3)c2n1,9,·,·,1.7,·,1,2.2,·,3.5,·,96
Cc1ccc(-n2ncc3c(NCC4CCCO4)ncnc32)c(C)c1 (stereo unspecified),-12,8,5,1.7,12,0,0.3,-2.5,6.3,35,·
CC(=O)Nc1ccc(S(=O)(=O)NCc2ccc3[nH]c(C)cc3c2)cc1,6,-8,0,-1.0,2,-10,1.7,-0.3,-3.4,18,85
Cc1ccc(C)c(OCC(=O)N2CCN(C(=O)c3ccco3)CC2)c1,-14,-11,-4,-2.7,6,-11,1.9,-1.1,-0.7,8,113
O=C(N/C(=C/C=C/c1ccccc1)C(=O)N1CCOCC1)c1ccccc1Br,-6,-10,3,1.7,10,-27,2.5,-1.9,4.6,25,97
CC(=O)c1cc2c(cc1NC(=O)c1ccc(C)cc1)OCCO2,-1,-3,-1,-2.3,-13,208,2.1,2.8,0.3,-11,93
C/C(=N\NS(=O)(=O)c1ccc(C)c([N+](=O)[O-])c1)c1ccc2c(c1)OCO2,11,-4,15,-0.3,-3,-2,0.8,0.5,-2.6,-6,102
NC(=S)N/N=C/c1cccc(O)c1O,2,-2,3,3.0,-14,630*,3.7,2.8,6.2,8,95
O=C(CCC(=O)c1cccs1)Nc1nc2ccccc2s1,29,-15,3,-1.4,15,18,3.4,-2.7,0.2,5,102
CC(CCc1ccccc1)OS(N)(=O)=O (stereo unspecified),-5,2,4,-1.1,8,-9,2.1,-1.4,-3.0,-4,112
COc1cccc(N2CC(C(=O)Nc3nnc(SCCC4OCCO4)s3)CC2=O)c1 (stereo unspecified),-4,-2,6,0.1,9,0,-0.1,-1.6,-0.1,23,101
Cc1cccc(C)c1NC(=O)CCCn1nc(C)c2c(C)n(-c3ccccc3)nc2c1=O,0,-6,-7,-2.3,9,-23,4.7,-1.7,2.3,-1,98
COc1cc2c(cc1NC(=O)CSc1nnc(COc3ccc(Cl)cc3)n1C)oc1ccccc12,0,-8,5,-1.5,-6,-1,4.2,1.1,1.4,-16,99
CCn1nc(C)cc1Nc1ccccc1,-1,0,-2,0.7,4,-12,0.1,-0.7,0.4,·,98
COc1ccc(C2/C(=C(/O)c3ccccc3)C(=O)C(=O)N2CC(C)O)c(OC)c1 (stereo unspecified),22,-3,-5,-1.5,9,-7,1.2,-1.9,2.1,3,100
O=S(=O)(NCc1ccccc1)c1cccc2nsnc12,-4,-13,4,0.9,3,14,3.7,-0.6,3.0,1,95
CC(C)NC(=O)CN1CCC(c2ccccc2)C(O)C1 (stereo unspecified),-9,-4,2,2.1,15,-17,1.3,-3.0,0.1,69,101
Cc1ccc(CNC(=O)CN2C(=O)CSc3ccc(S(=O)(=O)N4CCCCC4)cc32)cc1,23,2,-2,-1.5,11,323,-0.2,-2.1,1.5,-1,94
COc1cc(CN/C(C)=C(\C#N)C(N)=O)cc(OC)c1OC,25,-11,-1,0.2,10,79,-0.2,-1.8,-0.3,8,117
O=C(NNC(=O)c1ccccc1F)c1ccc(S(=O)(=O)N2CCCC2)cc1,7,-3,4,-2.1,11,-1,4.5,-2.0,1.2,-5,125
Cc1ccc(Cl)cc1N1CCN(C(=O)Cc2c(C(=O)O)[nH]c3ccccc23)CC1,-1,-2,4,-0.7,12,7,3.5,-2.1,0.1,-16,103
CCOc1ncc(S(=O)(=O)N2CCN(CC)CC2)cc1C(=O)O,-17,-4,-8,-1.3,12,-12,1.2,-2.3,-1.3,-6,93
O=C(Nc1ccc(N2CCOCC2)cc1N1CCOCC1)c1ncoc1-c1cccc(F)c1,-4,-8,-10,1.8,-13,-25,3.4,1.6,3.1,-5,98
CC(=O)Nc1ccc(NC(=O)COC(=O)CCc2nc3ccccc3s2)cc1,-5,-12,2,2.5,1,281,2.1,-0.1,1.5,·,101
# Going on with the list.
SMILES,Arr AP2 block,PKA-R1A act,Tat transport,E coli growth,MOR-DOR inv ag,Mot1-301 SUMO,phage Ecoli inh,MOR-DOR ag,AddAB inh,PfHsp90 yeast 2,Pemphigus Ab inh
O=C(NCc1ccc(N2CCCC2=O)cc1)c1cc(COc2c(F)cccc2F)on1,-9,1,6,1.9,4,-3,0.4,-0.8,-1.2,-5,121
Cc1ccc(S(=O)(=O)NC(=NCC(=O)O)c2ccc(F)cc2)cc1,-4,1,-4,0.3,9,-11,4.0,-1.7,2.7,1,111
CC(=O)C1C(c2cccc(F)c2)c2c(n[nH]c2C)CC1(C)O (stereo unspecified),11,1,-5,-0.1,8,93,3.7,-1.6,-0.8,9,·
Cc1nnc(Sc2nc3ccccc3o2)c2ccccc12,0,-5,5,-1.0,15,-23,3.1,-3.1,3.5,29,101
CC(=O)SCC[N+](C)(C)C,-5,-2,1,-1.4,11,-13,4.0,-2.0,-0.1,-17,122
Cc1[nH]c2ccccc2c(=O)c1CN(C)Cc1ccccc1,38,-5,-6,0.6,6,331*,2.7,-1.1,2.1,13,72
Cc1nc2c(C)cccc2c2c1CCN2c1ccccc1F,7,6,3,2.6,16,7,3.5,-3.3,0.5,18,·
C/C(CC(=O)Nc1cc(C)ccn1)=N\NC(=O)c1ccc(C(C)(C)C)cc1,18,3,-5,0.9,-10,3,-2.3,1.6,1.4,5,·
COc1ccc([C@H]2CC(=O)C=C(c3ccc(Cl)c(C(F)(F)F)c3)C2)cc1,0,-2,1,-1.8,-27,-12,2.7,4.7,0.7,-14,105
COc1cccc(N2CCN(c3ccc4nnc(CCC(=O)N5CCC(C)CC5)n4n3)CC2)c1,2,4,2,-0.1,17,6,4.8,-3.2,0.1,0,·
COc1ccc(NS(=O)(=O)c2ccc(F)c(F)c2F)cc1S(=O)(=O)N1CCOCC1,17,8,0,-0.5,1,-7,3.3,-0.2,0.8,-2,110

# Source: PubChem
